# NPR2 activator: GC-B (human) receptor activation; P20594; HEK293-GC-B cells, CNP EC30, cGMP TR-FRET; 0% at EC30 CNP, 100% saturating CNP; AID 1920062; activation, % at 10 µM; 0.11% of 370,000 active;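 active means activation at 10 µM reaching about 35% in either raw or pattern-adjusted values, limit read from the data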
# DAX1 inh-1: NR0B1 (DAX1) inhibition; inhibition, % at 6.75 µM; 0.99% of 340,000 active; HEK293 Gal4-DAX1 luciferase reporter, luminescence; P51843; AID 504766;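 active means inhibition above the mean over all tested compounds plus 3 SD, cut at about 4.2% in these data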;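 further: 0% = DAX1-transfected cells with DMSO and 100% = empty-vector control cells with DMSO; inhibition shows as a rise in luminescence from relieved DAX1 repression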
# Target sequence (P51843 207-470 limits assumed): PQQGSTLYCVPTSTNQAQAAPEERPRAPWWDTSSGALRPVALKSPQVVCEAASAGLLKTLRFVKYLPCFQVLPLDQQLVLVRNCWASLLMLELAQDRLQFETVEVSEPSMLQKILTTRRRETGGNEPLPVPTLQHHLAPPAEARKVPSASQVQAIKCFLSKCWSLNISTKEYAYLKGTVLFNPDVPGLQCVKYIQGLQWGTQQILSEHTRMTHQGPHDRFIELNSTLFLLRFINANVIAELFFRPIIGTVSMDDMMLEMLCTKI
# DAX1 inh-2: DAX1 (NR0B1) inhibition, primary screen; inhibition, % at 6.8 µM; HEK293T StAR-luciferase reporter, SF-1/DAX-1 repression relief; 1.1% of 370,000 active; AID 652010;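 active means inhibition above the mean over all tested compounds plus 3 SD, cut at about 3.6% in these data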;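 further: 0% = DAX-1 cells with DMSO and 100% = cells lacking DAX-1 with DMSO; higher inhibition means more luminescence from relief of DAX-1 repression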
# sPLA2-III inh: Blocks human group III sPLA2 activity. 0.56% of 370,000 active. Q9NZ20. inhibition, % at 12.2 µM. QFRET BODIPY PC-A2 liposome hydrolysis, fluorescence. AID 743126;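 active means inhibition above mean plus 3 SD of compounds lying within the high and low control bounds, cut at about 19% in these data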;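 further: 0% = median of test compound wells and 100% = no enzyme DMSO wells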
# ssDAF-12 act: activators of S. stercoralis DAF-12 nuclear receptor. AID 652126. 1% of 370,000 active. activation, % at 6.8 µM. HEK293 ssDAF-12/GRIP1 lit1-tk-luc reporter, luminescence; % of 3 µM dafachronic acid response;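 active means activation above the mean over all tested compounds plus 3 SD, cut at about 0.9% in these data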;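 further: 0% = DMSO-only wells and 100% = 3 µM delta7-dafachronic acid wells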
# hgDAF12 agonist: hgDAF-12 agonism, primary luciferase screen; HEK293 GAL4-hgDAF12 UAS-luciferase reporter, agonist luminescence; normalized to butyrate control; 1.8% of 370,000 active; AID 687014; activation, % at 6.8 µM;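 active means activation above a cutoff set at the mean of all screened compounds plus 3 SD, cut at about 10% in these data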;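 further: 0% = DMSO wells and 100% = sodium butyrate wells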
# NPR1 activator: GC-A (human) enzyme activation; 0.14% of 370,000 active; activation, % at 10 µM; AID 1671463; HEK293 GC-A cells, cGMP TR-FRET, EC30 ANP; 0% at EC30 ANP, 100% saturating ANP; P16066; in the data active means activation above about 40%
# hcDAF-12 act: activates DAF-12 receptor from parasite H. contortus; HEK293 hcDAF-12 lit1-tk-luc reporter, luminescence; 0% DMSO, 100% Δ7-dafachronic acid; activation, % at 6.8 µM; 1.4% of 370,000 active; AID 652067;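 active means activation above the mean of all tested compounds plus 3 SD, cut at about 5.5% in these data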;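 further: 100% = response to 3 µM Δ7-dafachronic acid high control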
# FXN GAA850 act: increases GAA850 frataxin promoter reporter activity | HEK293 lucGAA850 FXN promoter luciferase reporter, 24 h; percent of 10 µM SAHA response | activation, % at 6 µM | 0.56% of 360,000 active | AID 540364;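 active means activation above the average of all compounds screened plus 3 SD, cutoff fixed separately per campaign, cut at about 7.5% in these data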;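 further: 0% = DMSO wells and 100% = 10 µM SAHA wells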
# KLK7 zymogen act: activates the human kallikrein-7 zymogen; purified proKLK7, EDANS-DABCYL substrate fluorescence; 100% is mature enzyme control, 0% vehicle; activation, % at 7 µM; 0.9% of 370,000 active; AID 652039;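 active means activation above the mean of all tested compounds plus 3 SD, computed per campaign excluding outliers beyond control limits, cut at about 13% in these data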
# Target sequence (P49862 whole entry, looked up): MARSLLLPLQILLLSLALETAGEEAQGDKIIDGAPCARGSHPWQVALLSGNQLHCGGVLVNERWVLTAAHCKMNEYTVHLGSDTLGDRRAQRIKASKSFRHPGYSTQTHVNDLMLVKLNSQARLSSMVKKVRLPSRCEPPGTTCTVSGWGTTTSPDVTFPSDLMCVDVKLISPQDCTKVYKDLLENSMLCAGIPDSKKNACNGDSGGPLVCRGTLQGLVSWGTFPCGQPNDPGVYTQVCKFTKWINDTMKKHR
# SMARCA2 act: SMARCA2 function activation, primary screen. MG213 cells, MMTV-luciferase reporter, dexamethasone, overnight. activation, % at 9.1 µM. 1% of 370,000 active; in the data active means activation above about 7.8%;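 further: 0% = vehicle wells and 100% = reference activator wells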
# * marks the source's active call; other numbers are inactive results; . = no result given.
SMILES,NPR2 activator,DAX1 inh-1,DAX1 inh-2,sPLA2-III inh,ssDAF-12 act,hgDAF12 agonist,NPR1 activator,hcDAF-12 act,FXN GAA850 act,KLK7 zymogen act,SMARCA2 act
O=C(Nc1ccc(N2CCN(C(=O)c3cccs3)CC2)cc1)c1cccc(F)c1,-1,-1.1,-1.2,-2,-0.9,3.4,2,-0.5,-0.5,0.4,0
Cc1cc(C)cc(N(CC(=O)NC2CCCCC2)C(=O)CNC(=O)c2ccco2)c1,1,1.7,-0.4,-1,-1.1,1.9,-6,2.7,0.7,0.2,-2
COc1ccccc1N(CN1CCCC1=O)C(=O)c1c(F)cccc1Cl,5,-0.3,-0.5,-2,-1.5,2.2,-5,0.3,3.0,0.0,3
O=C1N(Cc2cccc(Cl)c2)C[C@@H]2C[C@@H](c3cccc4ncccc34)N3CCC[C@@]123,-5,-1.7,-1.0,-9,-2.1,-2.8,-27,-2.2,-1.2,1.3,-3
CCOC(=O)C1(C)CCCN(C(=O)c2ccccc2)C1 (stereo not given),-2,.,-1.1,3,-1.2,0.5,0,-1.1,0.0,0.3,-1
CCCCS(=O)Cc1ccccc1 (stereo not given),7,-0.1,-0.4,1,-1.2,-2.9,-1,-1.1,-2.5,0.0,0
COc1ccc(NS(=O)(=O)c2cc(NC(=O)c3cccs3)ccc2N2CCOCC2)cc1,-14,0.8,-0.1,-1,-2.1,2.8,-2,-3.3,-2.2,0.0,2
CCN1CCN(c2cc(C)c3cc(NC(=S)NCCCOC)ccc3n2)CC1,-2,2.6,0.4,13,-1.0,0.7,0,-2.0,-0.5,1.5,-1
CCOc1cc(NC(=O)c2ccccn2)c(OCC)cc1NC(=O)c1ccc(Cl)cc1,-3,-1.0,-0.4,-1,-1.3,1.0,-3,0.0,0.8,-0.1,6
Cc1ccc(-c2nn(C)c(=O)c3ccccc23)cc1CNC(=O)CN1CCOCC1,-6,-0.3,-0.5,3,-1.4,0.6,2,-0.8,0.3,0.1,-2
CCCN1C(=O)/C(=N\OCC(=O)NC23CC4CC(CC(C4)C2)C3)c2ccccc21,-2,0.1,0.8,-37,-1.3,0.9,2,1.5,0.0,0.4,-1
Cc1ccc(C)c(C(C)NC(=O)Cc2cccs2)c1 (stereo not given),-1,0.6,-0.2,-1,-1.0,2.0,-2,-1.1,-1.4,0.4,2
Cc1ccc2nc(-c3ccc(NC(=S)NC4CC(C)(C)NC(C)(C)C4)cc3)sc2c1,-3,4.4*,7.5*,-3,0.6,19*,-2,4.8,4.7,-47,13*
COc1ccc(NC(=O)c2ccco2)cc1NC(=O)c1cccc(F)c1,2,0.1,-0.5,0,-1.8,-1.2,2,-1.5,-0.5,-0.1,-1
COc1ccccc1CNC(=O)C1CCC1,5,-0.7,0.0,4,-1.1,-0.8,-1,2.5,0.7,0.6,3
CC(C)(C)N1CC(C(=O)Nc2ccc(S(=O)(=O)N3CCCCC3)cc2)CC1=O (stereo not given),0,-0.7,0.3,1,-1.2,0.7,3,0.6,2.9,0.6,-2
Cc1ccc(NC(=O)COc2coc(CN3CCN(c4ccccc4)CC3)cc2=O)cc1,0,0.1,-0.5,5,-0.8,-1.6,0,0.8,-0.4,0.4,-3
NS(=O)(=O)c1ccc(CCNc2ccccc2[N+](=O)[O-])cc1,-10,-0.2,-0.2,-4,-0.9,3.0,-33,1.9,1.8,-0.2,2
CN(C(=O)c1ccc2c(=O)n3c(nc2c1)CCCCC3)c1ccccc1F,6,0.5,0.5,4,-1.3,0.0,2,0.4,2.7,-0.2,2
CCOc1ccccc1N1CCN(Cc2cccc(OC)c2O)CC1,-1,-0.7,-0.9,-3,-1.7,1.4,3,-1.2,0.6,-0.6,-1
CCC(c1nnnn1Cc1ccco1)N1CCN(C(=O)c2ccco2)CC1 (stereo not given),4,-0.5,-0.6,-1,-0.2,-0.9,3,0.4,-0.2,0.1,-2
Cc1ccc(-c2cc(C(=O)Nc3c(C#N)cnn3C)no2)cc1,1,0.1,0.2,-7,-1.1,4.2,5,-0.4,1.9,0.7,6
CCc1nc2c(n1O)CCc1nonc1-2,0,0.7,0.2,4,-0.8,-0.5,0,-0.7,-0.8,0.2,0
CCOc1cc(/C=C2/C(=N)N3C(=NC2=O)SN=C3S(=O)(=O)C(C)C)ccc1OC(=O)c1ccco1,-1,0.1,-2.5,-15,-1.1,3.0,-6,0.1,1.4,1.0,-1
CCN(CC)c1ccc(NC(=O)c2ccco2)c(C)c1,-4,1.4,-1.4,3,-1.4,2.7,1,-0.4,1.7,1.1,-2
CN(C)c1nc(C=C(C#N)C#N)c(Cl)n1-c1ccc(F)cc1,-3,-2.3,-0.3,9,-1.3,-4.9,-7,1.0,11*,0.4,1
O=C(Nc1ccccn1)C1CCN(C(=O)c2ccc(Cl)cc2)CC1,10,-0.4,-0.5,0,-0.8,1.5,0,1.3,-2.0,0.3,-3
O=S(=O)(CCc1nc2ccccc2o1)c1ccc(Cl)cc1,-1,0.2,-0.1,0,-1.1,4.0,1,-1.8,-0.9,0.0,-5
NC(=O)CC(NC(=O)Cc1ccc(Br)cc1)c1ccc(NCCc2ccccc2F)c([N+](=O)[O-])c1 (stereo not given),3,0.6,-0.1,0,-1.0,0.0,-2,1.4,1.2,1.0,0
CCOc1ccc(NC(=O)CN(C)C(=O)c2cc(C)on2)cc1OCC,2,-0.9,0.9,-2,-0.7,0.0,1,-0.7,0.9,-0.4,-2
O=C(Nc1cnc2sccn2c1=O)c1ccccc1Cl,4,0.4,3.9*,0,-0.7,8.9,1,2.7,6.2,-0.3,8.0*
CCc1nnc(NS(=O)(=O)c2ccc(Nc3ccc([N+](=O)[O-])c4nonc34)cc2)s1,-4,2.0,0.5,-14,-1.0,-3.2,-7,-1.0,-2.0,0.7,-1
CCc1c(C)nc2ncnn2c1N1CCC(C(=O)NCc2cccc(OC)c2)CC1,1,-1.3,-2.2,-2,-1.6,-5.4,3,-1.8,-1.1,-0.1,-2
COC(=O)c1cn(NC(=O)c2ccc(OC)c([N+](=O)[O-])c2)c(=O)c2ccccc12,-1,-0.6,0.2,-6,-1.6,-1.0,-1,-0.5,2.9,-0.5,-1
CC(C)(C)NC(=O)NC(=O)COC(=O)COc1ccc(Cl)cc1Cl,0,0.8,0.1,0,-2.0,0.9,1,-0.2,-0.8,0.9,1
O=C(c1ccccc1)N1CCCCC(Sc2nnc3ccccn23)C1=O (stereo not given),-2,0.5,0.5,7,-0.7,-0.2,3,-1.6,-0.4,0.6,-2
Cc1c(OC(C(=O)O)c2ccccc2)ccc2c3c(c(=O)oc12)CCC3 (stereo not given),-1,-0.5,0.5,8,-0.3,-0.1,1,-1.6,-0.7,-2.2,-4
Cc1cc(N2CCCC2)c(C)cc1C=O,-3,1.6,0.4,4,-0.9,2.2,4,-2.0,-1.4,0.1,-1
O=C(COc1coc(CN2CCCc3ccccc32)cc1=O)Nc1ccc([N+](=O)[O-])cc1,-2,1.5,-2.7,1,-0.5,2.6,0,4.4,2.8,0.6,-2
COc1ccc(NC(=O)CSc2nnc(C)n2C2CCCCC2)cc1,3,-1.1,0.1,-2,-1.0,0.4,0,-1.6,2.7,-0.7,1
COc1ccccc1-c1coc2c(CN3CCN(C)CC3)c(O)ccc2c1=O,1,1.0,0.0,7,-0.9,0.2,3,-1.6,1.8,80*,-2
CCOC(=O)C(=O)N(CC)C1CCS(=O)(=O)C1 (stereo not given),-13,0.1,0.0,18,1.2*,-0.6,-8,4.9,-0.1,0.4,-2
O=C(CN1CCN(C2CCCCC2)CC1)c1c[nH]c2ccccc12,-1,0.5,0.4,6,0.3,0.1,5,4.3,0.1,0.0,-7

# 9 entries from above, tab-delimited:
molecule	NPR2 activator	DAX1 inh-1	DAX1 inh-2	sPLA2-III inh	ssDAF-12 act	hgDAF12 agonist	NPR1 activator	hcDAF-12 act	FXN GAA850 act	KLK7 zymogen act	SMARCA2 act
CC(C)(C)NC(=O)NC(=O)COC(=O)COc1ccc(Cl)cc1Cl	0	0.8	0.1	0	-2.0	0.9	1	-0.2	-0.8	0.9	1
O=C(c1ccccc1)N1CCCCC(Sc2nnc3ccccn23)C1=O (stereo not given)	-2	0.5	0.5	7	-0.7	-0.2	3	-1.6	-0.4	0.6	-2
Cc1c(OC(C(=O)O)c2ccccc2)ccc2c3c(c(=O)oc12)CCC3 (stereo not given)	-1	-0.5	0.5	8	-0.3	-0.1	1	-1.6	-0.7	-2.2	-4
Cc1cc(N2CCCC2)c(C)cc1C=O	-3	1.6	0.4	4	-0.9	2.2	4	-2.0	-1.4	0.1	-1
O=C(COc1coc(CN2CCCc3ccccc32)cc1=O)Nc1ccc([N+](=O)[O-])cc1	-2	1.5	-2.7	1	-0.5	2.6	0	4.4	2.8	0.6	-2
COc1ccc(NC(=O)CSc2nnc(C)n2C2CCCCC2)cc1	3	-1.1	0.1	-2	-1.0	0.4	0	-1.6	2.7	-0.7	1
COc1ccccc1-c1coc2c(CN3CCN(C)CC3)c(O)ccc2c1=O	1	1.0	0.0	7	-0.9	0.2	3	-1.6	1.8	80*	-2
CCOC(=O)C(=O)N(CC)C1CCS(=O)(=O)C1 (stereo not given)	-13	0.1	0.0	18	1.2*	-0.6	-8	4.9	-0.1	0.4	-2
O=C(CN1CCN(C2CCCCC2)CC1)c1c[nH]c2ccccc12	-1	0.5	0.4	6	0.3	0.1	5	4.3	0.1	0.0	-7

# Assay outcomes (PubChem BioAssay)
